# From PubChem
# KCNH2 3.1 block = KCNH2 3.1 (human) potassium channel inhibition | hit rate 0.95% among 340,000 | activity change, % (tested at about 1.8 µM) | AID 720553 | U2OS KCNH2 3.1, thallium flux FluxOr; active compounds read low;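 active = maximum activity change below -70%; inconclusive = maximum activity change from -70% to -50%; inactive = maximum activity change above -50%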;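 note: thallium influx rate constant from kinetic fluorescence after stimulation buffer; % is set by controls: 0 for no effect and ±100 for the full control effect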
#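 Measured as rate of thallium-driven FluxOr signal in transduced U2OS cells carrying the 3.1 channel, read kinetically for 2 min upon stimulation; values are rate constants scaled to DMSO control wells.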
# NPC1 promoter act = NPC1 promoter activation; Potency, µM (doses to about 9.22 µM), for the others: at the highest dose activation, usual class: activators; hit rate 2.4% among 320,000; Huh7 NPC1 promoter luciferase reporter, 24 h;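 note: potency is the fitted concentration of half-maximal effect; % of control where 0% means no effect; nearly all actives have a fitted effect of over 60% in size; reporter is driven by a mutant NPC1 promoter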
#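 Readout is luciferase luminescence, reflecting NPC1 promoter activation in stably transfected Huh7 cells after 24 h compound exposure at 37 °C in reduced-serum medium with 10% FBS.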
# Menin MLL FP TR = inhibitors of human menin-MLL interaction, mutant MLL peptide. Menin + Texas Red MLL mutant peptide, fluorescence polarization. Potency, µM (highest dose often 61.6 µM), inactives show at the top dose FP activity change, negative = inhibition, hits mostly inhibitors. hit rate 0.23% among 270,000. AID 1768; active = well fitted inhibition curve with a large enough effect in the polarisation, with a control signal flat, not every such curve was filed as active; inconclusive = small, poorly fitted or top-dose-only effect, or effect the other way, or a change in a side signal; inactive = no such curve, though single readings can be large or run the other way; the % refers to the polarisation; note: potency is the fitted concentration of half-maximal effect; % of control where 0% means no effect; many of its hits are not listed in these tables
# PKM2 act = increases activity of human pyruvate kinase M2; Potency, µM (top dose mostly 57.5 µM), inactives show top-dose activation, usual class: activators; P14618; hit rate 0.34% among 260,000; purified PKM2, Kinase-Glo ATP luminescence, activation; response scale: 0% is enzyme alone, no compound; AID 1631; note: potency is the fitted concentration of half-maximal effect; % is set by controls: 0 for no effect and ±100 for the full control effect; nearly all actives have a fitted effect of over 55% in size
# Target sequence (P14618 whole entry, looked up): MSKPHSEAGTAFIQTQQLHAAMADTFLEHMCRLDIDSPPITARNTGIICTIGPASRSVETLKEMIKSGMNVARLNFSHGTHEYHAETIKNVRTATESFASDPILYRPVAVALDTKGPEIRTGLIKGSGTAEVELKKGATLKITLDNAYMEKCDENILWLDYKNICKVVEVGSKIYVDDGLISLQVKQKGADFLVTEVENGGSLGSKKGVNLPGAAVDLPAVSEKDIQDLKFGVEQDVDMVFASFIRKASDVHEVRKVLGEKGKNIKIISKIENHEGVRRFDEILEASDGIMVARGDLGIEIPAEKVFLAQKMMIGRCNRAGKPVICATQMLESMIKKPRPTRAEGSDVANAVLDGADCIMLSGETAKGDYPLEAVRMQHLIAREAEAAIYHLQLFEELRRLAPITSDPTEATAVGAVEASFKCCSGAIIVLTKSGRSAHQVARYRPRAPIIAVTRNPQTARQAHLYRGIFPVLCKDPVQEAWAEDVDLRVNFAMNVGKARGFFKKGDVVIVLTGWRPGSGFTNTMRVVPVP
#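 ATP formation by purified human PK-M2, quantified via coupled luciferase luminescence after 1 h at room temperature with 0.1 mM ADP and 0.5 mM PEP final.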
# RORg inh = inhibitors of mouse ROR gamma transcriptional activity. AID 2551. Potency, µM (top dose mostly 53.6 µM), for inactives: at the top dose activity change, negative = inhibition, most hits filed as inhibitors. P51450. hit rate 5.4% among 310,000. Drosophila S2 Gal4-RORgamma UAS-luciferase reporter, 20 h; note: potency is the fitted concentration of half-maximal effect; % is set by controls: 0 for no effect and ±100 for the full control effect; nearly all actives have a fitted effect of over 60% in size
# Target sequence (P51450 whole entry, looked up, the tested form may be a part): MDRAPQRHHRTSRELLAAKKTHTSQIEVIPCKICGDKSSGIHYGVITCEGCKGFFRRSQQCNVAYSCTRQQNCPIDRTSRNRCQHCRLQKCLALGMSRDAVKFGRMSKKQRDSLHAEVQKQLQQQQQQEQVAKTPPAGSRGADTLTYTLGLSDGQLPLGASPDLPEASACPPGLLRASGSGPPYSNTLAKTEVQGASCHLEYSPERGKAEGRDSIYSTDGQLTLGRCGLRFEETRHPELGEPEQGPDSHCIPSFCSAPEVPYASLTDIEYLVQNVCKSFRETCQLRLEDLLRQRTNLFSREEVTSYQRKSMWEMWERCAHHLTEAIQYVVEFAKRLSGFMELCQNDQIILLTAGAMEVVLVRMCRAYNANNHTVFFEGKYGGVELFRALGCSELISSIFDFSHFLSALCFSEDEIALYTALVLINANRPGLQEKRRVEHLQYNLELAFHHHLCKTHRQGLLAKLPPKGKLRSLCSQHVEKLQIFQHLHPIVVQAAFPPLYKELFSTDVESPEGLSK
#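 Drosophila S2 cells stably expressing Gal4-DBD/mouse RORγ fusion under metallothionein promoter plus UAS-luciferase; compound 1 h, then 700 uM CuSO4 induction for 20 h at ambient temperature; inhibition read as reduced luminescence.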
# ELG1 repair inh = blocks ELG1-dependent DNA repair in HEK293T cells. HEK293T ELG1-luciferase reporter, luminescence, 16 h; DNA damage induced by 5-fluorouridine. Potency, µM (top dose mostly 46.1 µM), without a hit: at the top dose activity change, negative = inhibition, hits mostly inhibitors. hit rate 2.3% among 330,000; note: potency is the fitted concentration of half-maximal effect; % is set by controls: 0 for no effect and ±100 for the full control effect; nearly all actives have a fitted effect of over 55% in size
#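 Luminescence from the luciferase reporter, measured 30 min after ONE-Glo reagent at room temperature, was the read-out. Beforehand, 2,000 cells per well were exposed for 16 hr at 37 °C to 5-fluorouridine together with compound or vehicle.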
# Rab9 prom act = activates the Rab9 promoter; AID 485297; Huh7 Rab9 promoter-luciferase reporter, luminescence, 24 h; Potency, µM (series often up to 9.22 µM), for the others: at the top dose activation, negative = inhibition, most hits filed as activators; hit rate 2.8% among 320,000; note: potency is the fitted concentration of half-maximal effect; % of control where 0% means no effect; nearly all actives have a fitted effect of over 60% in size
#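 Luciferase signal after 10 min detection reagent at ambient indicates Rab9 promoter upregulation; stably transfected Huh7 cells were treated 24 h with compound in DMSO at 37 °C, 5% CO2.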
# VP16 counter = counter-screen for ROR gamma inhibitors: Gal4-VP16 reporter. Drosophila S2 Gal4-VP16 UAS-luciferase, luminescence, 20 h. Potency, µM (highest dose often 53.6 µM), for inactives: top-dose activity, negative = inhibition, most hits filed as inhibitors. hit rate 3.5% among 310,000. AID 2546;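 note: Gal4-VP16 expression switched on by copper sulfate through the metallothionein promoter; potency is the fitted concentration of half-maximal effect; % is set by controls: 0 for no effect and ±100 for the full control effect; nearly all actives have a fitted effect of over 50% in size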
# Mito fusion act = mitochondrial division inhibition or fusion activation; Potency, µM (doses to about 46.1 µM), inactives show top-dose growth rescue (activation), hits mostly activators; S. cerevisiae fusion-defective mutant growth rescue, CellTiterGlo 48 h; hit rate 0.23% among 320,000; AID 485298;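 note: potency is the fitted concentration of half-maximal effect; % of control where 0% means no effect; nearly all actives have a fitted effect of over 45% in size; temperature-sensitive fusion mutants such as fzo1-1 at 37 °C on non-fermentable ethanol glycerol medium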
#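 Growth-rescue viability read-out: after 48 h at the non-permissive 37C in glycerol/ethanol YPEG, yeast mitochondrial fusion mutants are measured by CellTiterGlo luminescence; compounds (23 nl pinned per well) restoring growth score as division inhibitors or fusion activators.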
# MBNL1 CUG block = inhibitors of human MBNL1 binding to CUG repeat RNA | Q9NR56 | hit rate 0.036% among 280,000 | Potency, µM (highest dose often 57.5 µM), without a hit: top-dose activity change, negative = inhibition, usual class: inhibitors | TR-FRET MBNL1-His/biotin-(CUG)12 binding, 665/545 ratio | AID 2675; active = well fitted inhibition curve with a large enough effect in the signal ratio, with a control signal flat, not every such curve was filed as active; inconclusive = small, poorly fitted or top-dose-only effect, or effect the other way, or a change in a side signal; inactive = no such curve, though single readings can be large or run the other way; the % refers to the signal ratio; note: potency is the fitted concentration of half-maximal effect; % is set by controls: 0 for no effect and ±100 for the full control effect
#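 TR-FRET between His-tagged MBNL1 and biotin-(CUG)12 RNA, detected with Tb anti-His antibody (0.055 ng/ul) and streptavidin-XL665 (5 nM), 60 min at room temperature. Compounds titrated 92 nM to 58 uM; 665/545 nm ratio normalized to buffer and complex controls.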
# FLuc modulator = counter-screen for miR-21 project: firefly luciferase inhibitors or activators. P08659. purified FLuc, Km substrates, luminescence inhibition. Potency, µM (highest dose often 57.5 µM), for inactives: at the highest dose activity change, negative = inhibition, most hits filed as inhibitors. hit rate 6.9% among 360,000. AID 588342;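 note: potency is the fitted concentration of half-maximal effect; plate controls were vehicle for no effect and reference inhibitor for full effect; nearly all actives have a fitted effect of over 55% in size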
#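 Purified P. pyralis luciferase (10nM final) with 10uM D-luciferin and 10uM ATP (Km levels) in 50mM Tris acetate pH 7.5, 10mM Mg acetate, 0.01% Tween-20, 0.05% BSA; qHTS 6-point titration, ~60 µM downward; luminescence read.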
# Active calls of the source: *; ? = inconclusive; / = no result given; [ ] = dose if it differs, or a comment. Unless noted, calls come from the whole dose curve; as a rule, active = well fitted curve in the direction sought with a large enough effect; inconclusive = small, poorly fitted or top-dose-only effect, or another doubt; inactive = no such curve, though single readings can be large; an effect the other way counts as inactive or inconclusive. These rows are one share of the data; rates above refer to the full screens.
SMILES,KCNH2 3.1 block,NPC1 promoter act,Menin MLL FP TR,PKM2 act,RORg inh,ELG1 repair inh,Rab9 prom act,VP16 counter,Mito fusion act,MBNL1 CUG block,FLuc modulator
N#Cc1cc([N+](=O)[O-])ccc1NCCc1ccccn1,-2,-2%,13%,19%,20%,22%,-2%,-6%,0%,?,0%
COc1cccc2c1C(=O)C[C@]1(CCCC[C@@H]1C)O2,-12,0%,/,/,/,5%,3%,/,6%,/,1%
CCOC(=O)c1c(CSc2ccccc2)oc2ccc(O)cc12,0,-2%,25%,-8%,-36%,-4%,-2%,-26%,?,/,-13%
CCN(CC)C(=O)C1CC(c2ccc(OC)cc2)=NO1 (stereo not given),-5,?,2%,0%,5%,0%,?,12%,2%,-5%,?
Cc1cc(=O)n2[nH]c(NCc3ccccc3F)nc2n1,3,-3%,15%,/,-1%,7%,1%,0%,1%,-1%,?
N#CC1=C(Nc2ccc(Br)cc2)CCC1,-8,0%,12%,-1%,1%,28%,7%,-5%,0%,3%,-22%
O=C(CSc1nnc(-c2cccnc2)o1)Nc1ccccc1Br,3,-1%,-3%,/,4%,?,9%,-17%,-2%,1%,1%
COc1ccccc1NC(=O)CCc1nc(-c2ccccc2F)no1,-8,-4%,-12%,0%,36%,-3%,-5%,6%,-1%,0%,?
COc1ccc(-c2nc3nc(C)cc(C)n3n2)cc1,-30,?,-5%,-9%,2%,?,?,2%,-1%,-15%,11µM*
COc1ccc(-c2csc3nc(C)nc(N4CCN(c5ccc(C(C)=O)cc5)CC4)c23)cc1OC,4,-2%,-26%,-8%,0%,13µM*,-2%,1%,1%,95%[activator],-12%
COc1ccc(C=O)cc1CN1CCCN(Cc2ccc(Cl)cc2)S1(=O)=O,-12,5%,22%,/,0%,-18%,5%,2%,17%,-4%,1%
CCOc1ccc(-n2ccnc(SCC(=O)Nc3ccc(OC)cc3OC)c2=O)cc1,-7,-1%,/,/,/,?,-10%,/,6%,/,-9%
COc1cc(OC)c(NC(=O)c2csc(C)c2)cc1Cl,-2,8%,14%,-1%,6%,-19%,9%,2%,1%,3%,?
COC(=O)Cc1c(CSc2ccccc2)oc2ccc(O)c(CN(C)C)c12,-1,-2%,?,/,13%,2%,-6%[1.84 µM],1%,-10%,-3%,0%
O=C(NCc1nc2ccccc2[nH]1)C1=C[C@H](c2ccc3c(c2)OCO3)C[C@H](OCc2ccc(CO)cc2)O1,-25,5%,14%,2%,?,?,-1%,5%,-4%,25%,-17%
COc1ccc(CCNc2ccc(S(=O)(=O)N3CCCC3)cc2[N+](=O)[O-])cc1,1,0%,2%,3.2µM*,-20%[10 µM],?,-1%,-4%,4%,/,5%
CC(C)COC(=O)NCCOC(=O)Nc1cccc(Cl)c1,-2,-2%,15%,-2%,?,-1%,-11%,-12%,6%,-3%,-2%
O=C(Cc1cccs1)N/N=C\c1ccc(O)cc1,-18,10%,14%,-5%,-8%,?,21%,-13%,-1%,20%,?
C=CCNC(=S)N/N=C/c1ccc(-c2ccc(OC)cc2)o1,0,13%,?,5%,0.56µM*,?,-4%,1.8µM*,-9%,?,19µM*
O=C(OCC(=O)N1c2ccccc2Sc2ccccc21)C1CC(=O)N(Cc2ccco2)C1 (stereo not given),1,3%,-12%,6%,?,-11%,4%,17%,-2%,-3%,2%
CC(C)c1nc2cc(C(=O)N3CCN(c4cnccn4)CC3)ccc2o1,-9,0%,/,-3%,10%,?,2%,-11%,-2%,-4%,-14%
CC(C)c1ccc(C2c3[nH]c4ccccc4c3C[C@H]3C(=O)N(c4ccccc4C(=O)N4CCC[C@@H]4C(=O)O)C(=O)N23)cc1 (stereo not given in full),3,0%,11%,3%,41%,2%,-2%,5%,-7%,1%,4%
COc1ccccc1N(CC(=O)N/N=C/c1ccc(OCC(=O)NCc2ccco2)cc1)S(=O)(=O)c1ccc(C)cc1,-23,-3%,5%,1%,17%,?,-3%,-13%,-3%,9%,9%
CCOC(=O)N1CCN(S(=O)(=O)c2ccc(OCC(=O)OC)c(Cl)c2)CC1,-3,2%,4%,-9%,?,23%,0%,-9%,4%,-13%,-3%
Cc1ccc(NC(=O)N2CCCN(C(=O)OC(C)(C)C)CC2)cc1Cl,-8,1%,-19%,/,8%,-4%,-3%,12%,11%,-4%,-5%
# Additional entries:
SMILES,KCNH2 3.1 block,NPC1 promoter act,Menin MLL FP TR,PKM2 act,RORg inh,ELG1 repair inh,Rab9 prom act,VP16 counter,Mito fusion act,MBNL1 CUG block,FLuc modulator
CCCc1c(C)[nH]c2ccccc2c1=O,3,-5%,1%,-9%,-26%,-2%,-1%,?,13%,-1%,1%
CCN(CC(=O)Nc1ccccc1C(F)(F)F)C(=O)C1=COCCO1,11,1%,/,/,/,9%,-2%,/,-4%,/,4%
Cn1c(SCC(=O)NCc2ccccc2)ncc(C(=O)Nc2ccccc2)c1=O,-11,-7%,/,/,/,13%,-5%,/,-3%,/,-25%
Cc1cc(C)n(C(=O)CN2C(=O)CCC2=O)n1,4,-2%,14%,-8%,-16%,-10%,0%,22%,-6%,-3%,2%
COc1ccc(CN(C(=O)/C=C/C(=O)c2ccc(OC)cc2O)C(C(=O)NC2CCCCC2)c2ccncc2)cc1 (stereo not given),6,-2%,8%,-5%,-14%[10 µM],16µM*,-9%,1%,?,/,4%
O=C(O)c1ccc2c(c1)C(=O)N([C@]1(C(=O)O)CC1c1ccccc1)C2=O (stereo not given in full),/,1%,18%,/,-20%,/,2%,-2%,-4%,/,0%
COc1ccc(NC(=O)NNC(=O)CCc2ccc(O)c(O)c2)cc1OC,0,-8%,-1%,-45%,6%,4%,1%,-6%,2%,-10%,-1%
COc1ccc(CN2CCN(CCc3ccccc3)C(CCO)C2)c(O)c1 (stereo not given),-16,-10%,-12%,1%,13%,4%,-5%,-16%,4%,-14%,-2%
O=C(Oc1cccc(Nc2ncnc3ccccc23)c1)c1cccnc1,3,-6%,-9%,3%,0%,9%,-6%,-7%,5%,9%,?
COc1ccccc1CCN=C(N)NS(=O)(=O)c1cc(F)ccc1F,1,-1%,3%,2%,11%,-9%,-1%,0%,-1%,-1%,2%
CN(C)N1C(N)=C(C#N)C(c2cccs2)C2=C1CCCC2=O (stereo not given),-16,-2%,1%,10%,31%,-11%,-2%,13%,?,-3%,4%
O=C(COC(=O)CC(c1ccccc1)c1ccccc1)Nc1ccc(F)c(F)c1,/,-2%,?,-2%,7%,0%,-17%,-1%,5%,7%,1%
O=C(NCC1CCCO1)c1ccc([N+](=O)[O-])s1 (stereo not given),-10,-4%,5%,/,-4%,-10%,7%,5%,-5%,?,0%
CC(=O)Nc1ccc(Sc2ccccc2C(=O)O)cn1,-12,-2%,20%,/,0%,8%,-4%[1.84 µM],0%,-1%,-11%,-15%
COc1ccc(N2CCN(c3ccc(C(=O)O)cc3[N+](=O)[O-])CC2)cc1,20,-2%,14%,/,-11%,?,-3%,5%,26%,?,?
Cc1cc(CNC(=O)C2CCC(=O)N(Cc3ccccc3F)C2)nn1C (stereo not given),-3,0%,/,/,35%,15%,-4%,-1%,1%,1%,1%
CCn1cc(S(=O)(=O)Nc2ccc(C)c(Cl)c2)cn1,9,-2%,4%,15%,/,4%,-1%,/,0%,3%,1%
COc1ccc2c(c1)c(C(=O)OCCN(C)C)c(C)n2C,-18,-4%,-10%,4%,-24%,?,-1%,-6%,-5%,-5%,?
COc1ccc(CN=Cc2c(O)[nH]c3ccccc23)cc1,-16,9%,-22%,3%,43%,27%,24%,?,-3%,?,?
N#CCSc1nnc2sc3ccccc3n12,-8,2%,-1%[11.7 µM],6%,9%,17%,-6%,3%,1%,-4%,2%
O=C(NC1CC2CCCC(C1)N2C(=O)Nc1cccc(F)c1)C1CC1 (stereo not given),-6,0%,-6%,/,10%,19%,-3%,-11%,-3%,-1%,1%
Cc1cc(C)c2c(=O)cc(C(F)(F)F)oc2n1,19,-4%,15%,-2%,12%,9%,-3%,0%,-2%,1%,3%
COCCNC(=O)CCC1CCN(Cc2ccc(-c3ccccc3)cc2)CC1,-4,2%,-12%,0%,-25%,1%,0%,4%,-4%,16µM*,-1%
CCC1(C)Cc2c(C#N)c(N)n(N)c(=S)c2CO1 (stereo not given),-1,-5%,1%,-3%,?,3%,-1%,-8%,0%,24%,3%
S=C(NCc1ccncc1)Nc1cccc(Cl)c1,3,5%,13%,-3%,15%,2%,-3%,0%,-2%,-9%,0%
